# DDE Tn6 FP inh – inhibitors of Tn6 peptide binding to human fibrin DD(E); AID 720509; Fibrin DD(E) TRITC-Tn6 fluorescence polarization displacement; hit rate 0.21% among 370,000; inhibition, % at 8.3 µM; P02675;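 active means inhibition above a per-campaign cutoff: mean of compounds within control limits plus 3 SD, cut at about 15% in these data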;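 further: 0% = median of all compound wells on the plate and 100% = blocking peptide control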
# Target sequence (P02675 whole entry, looked up): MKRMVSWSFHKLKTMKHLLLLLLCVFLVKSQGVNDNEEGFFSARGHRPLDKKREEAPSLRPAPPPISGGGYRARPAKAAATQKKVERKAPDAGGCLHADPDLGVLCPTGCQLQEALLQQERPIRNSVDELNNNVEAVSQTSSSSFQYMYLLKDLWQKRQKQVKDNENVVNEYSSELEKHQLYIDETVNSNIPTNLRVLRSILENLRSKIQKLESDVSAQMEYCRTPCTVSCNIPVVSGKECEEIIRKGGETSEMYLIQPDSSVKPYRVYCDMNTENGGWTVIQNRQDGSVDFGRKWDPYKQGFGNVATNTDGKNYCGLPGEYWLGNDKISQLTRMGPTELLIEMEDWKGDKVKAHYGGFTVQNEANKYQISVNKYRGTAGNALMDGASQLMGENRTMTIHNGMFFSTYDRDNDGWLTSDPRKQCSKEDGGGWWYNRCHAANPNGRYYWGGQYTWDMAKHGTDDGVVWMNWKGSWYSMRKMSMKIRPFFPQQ
# ADAM10 inh – ADAM10 inhibition, QFRET primary screen. O14672. recombinant ADAM10, EDANS/DABCYL FRET peptide cleavage, 3 h. inhibition, % at 7 µM. hit rate 0.62% among 370,000. AID 720582;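 active means inhibition above a per-campaign cutoff equal to the mean of compounds falling between control-based bounds plus 3 SD, cut at about 20% in these data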;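 further: 0% = DMSO wells while the 100% control is not disclosed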
# DDE Tn7 FP inh – inhibitors of Tn7 peptide binding to human fibrin DD(E); FP displacement of FITC-Tn7 peptide from fibrin DD(E); 0% = median of compound wells per plate; inhibition, % at 8.3 µM; hit rate 0.13% among 370,000; AID 720508;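 active means inhibition above the mean of compounds falling within the control limits plus 3 SD of them, cut at about 14% in these data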;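 further: 0% = plate median of compound wells and 100% = 10 µM Aha-Tn7 peptide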
#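 System: human fibrin DD(E); quantity: Fibrin-DD(E) at 2 µM final; also added: fluorescent Tn7 probe at 0.1 µM; compound dosing: single nominal test concentration of 8.3 µM per compound; schedule: 10 min preincubation, 3 h with tracer, room temperature; detection: fluorescence polarization of the labelled Tn7 tracer; repeats: one replicate per compound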
# TDP2 absorb – TDP2 (human) inhibition, absorbance primary screen; O95551; recombinant TDP2, T5PNP hydrolysis, p-nitrophenol absorbance 415 nm; inhibition, % at 12.8 µM; hit rate 0.34% among 370,000; AID 720702;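 active means inhibition above the mean of all tested compounds plus 3 SD, set per campaign, cut at about 25% in these data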;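 further: 0% = DMSO with enzyme and 100% = buffer with substrate but no TDP2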
#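 System – recombinant human TDP2 · Amount – 120 nM TDP2 per well · Buffer or medium – Mg2+-containing Tris-HCl buffer, pH 7.5 · Reagent – T5PNP substrate, 5 mM · Dosing – 12.8 µM single point, 1% DMSO · Incubation – 2 h at 37 °C · Measured by – epi absorbance · Read-out basis – percent inhibition · Benchmarks – high control without enzyme, low control DMSO plus TDP2 · Repeats – singlicate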
# ADAM17 inh – inhibitors of human ADAM17. P78536. AID 720648. recombinant ADAM17, EDANS/DABCYL FRET peptide cleavage. inhibition, % at 6.95 µM. hit rate 0.83% among 370,000;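 active means inhibition above the mean of compounds lying between control limits plus 3 SD, set per campaign, cut at about 8.5% in these data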;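 further: 0% = DMSO-only wells as the low control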
# proKLK7 act – proKLK7 (human) activation, primary screen | P49862 | purified proKLK7, EDANS-DABCYL substrate fluorescence; 100% is mature enzyme control, 0% vehicle | activation, % at 7 µM | hit rate 0.9% among 370,000 | AID 652039;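 active means activation above the mean of all tested compounds plus 3 SD, computed per campaign excluding outliers beyond control limits, cut at about 13% in these data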
# ASAP1 GAP inh – ASAP1 ArfGAP inhibition. hit rate 0.19% among 360,000. ASAP1-stimulated ARF1 GTP hydrolysis, GDP FP detection. inhibition, % at 16.5 µM. Q9ULH1; in the data active means inhibition above about 25%;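 further: 0% = vehicle with enzyme and substrate and 100% = no enzyme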
# Target sequence (Q9ULH1 325-724 limits assumed): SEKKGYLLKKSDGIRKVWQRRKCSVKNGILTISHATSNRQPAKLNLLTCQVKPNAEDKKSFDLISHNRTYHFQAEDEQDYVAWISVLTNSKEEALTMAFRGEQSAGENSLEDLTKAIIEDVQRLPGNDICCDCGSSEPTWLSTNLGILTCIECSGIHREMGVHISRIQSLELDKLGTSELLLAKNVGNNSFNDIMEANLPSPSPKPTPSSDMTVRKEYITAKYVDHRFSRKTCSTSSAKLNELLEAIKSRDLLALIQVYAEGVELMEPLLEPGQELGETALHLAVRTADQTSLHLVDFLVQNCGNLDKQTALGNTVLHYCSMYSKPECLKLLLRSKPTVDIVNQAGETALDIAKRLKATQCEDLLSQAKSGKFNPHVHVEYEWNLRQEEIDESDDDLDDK
# PLC-gamma1 inh – blocks human PLC-gamma1 enzyme activity | P19174 | purified PLC-gamma1, fluorogenic substrate, fluorescence | inhibition, % at 12.2 µM | hit rate 0.84% among 370,000 | AID 720700; in the data active means inhibition above about 9.5%
# LEDGF integ inh – blocks HIV-1 LEDGF/p75-dependent DNA integration | TR-FRET IN-LEDGF/p75 DNA integration, Eu/Cy5 | inhibition, % at 3.7 µM | hit rate 0.64% among 370,000 | AID 743269;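 active means inhibition above the screen-wide mean plus 3 SD, cut at about 13% in these data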;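 further: signal is the Cy5 over europium emission ratio at 671 and 618 nm; 0% = plate median of compound wells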
# ARFGAP1 inhibitor – rat ARFGAP1 inhibition; Q62848; Arfgap1-stimulated ARF1 GTP hydrolysis, GDP FP detection; inhibition, % at 16.5 µM; hit rate 0.26% among 360,000; AID 651572;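 active means inhibition above a per-plate limit, mean inhibition of low control wells plus 3 SD, cut at about 25% in these data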;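 further: 0% = DMSO wells with enzyme and 100% = wells lacking Arfgap1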
# Target sequence (Q62848 1-136 limits assumed): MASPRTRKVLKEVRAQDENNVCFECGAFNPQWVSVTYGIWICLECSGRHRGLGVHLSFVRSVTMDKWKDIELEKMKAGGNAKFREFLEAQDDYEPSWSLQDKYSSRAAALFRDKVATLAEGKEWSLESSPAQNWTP
#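 Replicates: Single well per compound | Assay system: Truncated rat Arfgap1 GAP domain | Control set: No-Arfgap1 wells (100%) versus DMSO full-reaction wells (0%) | Times: Enzyme reaction 120 min at 25 °C after 20 min preincubation | Reagent: Human ARF1(Δ1-17)-GTP substrate | Measured by: Tracer-displacement fluorescence polarization with EDTA stop, 620/688 nm | Measure: Percent inhibition of Arfgap1-stimulated GTP hydrolysis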
# * = called active by the depositor; i = inactive; x = no result given.
No.	structure	TDP2 absorb	ADAM17 inh	ADAM10 inh	DDE Tn6 FP inh	PLC-gamma1 inh	ASAP1 GAP inh	ARFGAP1 inhibitor	LEDGF integ inh	DDE Tn7 FP inh	proKLK7 act
1	CC(NC(=O)COC(=O)/C=C/c1ccc2c(c1)OCO2)c1ccccc1 (stereo not drawn)	8	-28	-86	-8	-37	10	-7	3	-3	1.9
2	CCOC(=O)c1c(C)c(C(=O)NCCCOC)c(C)n1C	-1	-3	0	8	1	2	10	2	-2	0.7
3	CC(=O)Nc1ccc(NC(=O)c2ccccc2N(C)S(C)(=O)=O)cc1	4	-3	-5	-5	0	0	6	0	1	0.3
4	CC1(C)CC(=O)C(C2C3=C(CC(C)(C)CC3=O)Oc3ccccc32)C(=O)C1 (stereo not drawn)	1	-4	-5	-4	1	-4	9	0	10	0.6
5	Cc1ccc(S(=O)(=O)N2CCCC(NC(=O)N3CCN(c4ccccc4)CC3)C2)cc1 (stereo not drawn)	-5	2	6	6	3	-7	-7	1	-1	0.4
6	O=C(COC(=O)CCc1nc2ccccc2c(=O)[nH]1)Nc1ccc(Cl)cn1	-12	-7	0	-3	-5	-4	8	0	0	0.1
7	O=C(CCC(=O)N1CCN(S(=O)(=O)c2ccccc2)CC1)NC1CCCc2ccccc21 (stereo not drawn)	-2	3	7	5	4	3	-2	-1	7	0.2
8	CCOc1cc(CN2CCN(C(=O)c3cccc4ccccc34)CC2)ccc1OC	-7	-4	-13	-1	1	6	5	5	-1	0.2
9	O=C(CN(Cc1ccc(F)cc1)S(=O)(=O)c1ccc(S(=O)(=O)N2CCOCC2)cc1)Nc1ccccc1	-17	6	6	0	8	9	0	2	-6	-0.6
10	Cc1noc(C)c1S(=O)(=O)Nc1ccc(C(=O)N2CCN(c3cccc(Cl)c3)CC2)cc1	5	1	6	3	1	-24	1	1	-6	0.9
11	Cc1nc(Cc2nnc(SCC(=O)Nc3c(C)cccc3C)o2)cs1	6	-1	-1	8	3	3	-4	7	-1	0.4
12	COCCCN1C(=O)C(CC(=O)NC2CCCCC2)CC(C(=O)N2CCOCC2)=C1C (stereo not drawn)	-1	-2	-7	-2	-3	12	3	1	-3	-0.3
13	O=C(CNc1cccc(S(=O)(=O)N2CCCC2)c1)Nc1cccc(C(F)(F)F)c1	-8	-2	14	3	5	-4	0	4	-7	0.6
14	Cc1ccc(S(=O)(=O)c2cnc3cc(C)nn3c2N)cc1	11	-2	-2	0	1	2	6	0	-3	0.1
15	S=C(Nc1ccc(Br)cc1)OC1CCC12CCC(c1ccccc1)CC2 (stereo not drawn)	-2	3	5	4	2	x	x	8	-4	0.3
16	COC(=O)CNC(c1ccccc1Cl)c1cc(Br)ccc1NS(=O)(=O)c1ccc(C)cc1 (stereo not drawn)	0	0	-5	0	0	14	9	4	3	0.2
17	O=C(c1ccccc1)N1CCCOC1c1ccccc1 (stereo not drawn)	4	-5	-7	-9	-1	8	-4	0	0	0.5
18	CC1CCc2nc3ccc(S(=O)(=O)N4CCC(C(=O)NC5CCCC5)CC4)cc3c(C(=O)O)c2C1 (stereo not drawn)	1	-7	-24	0	-24	2	8	4	-7	-0.3
19	Cc1sc2ncnc(-n3nnc4ccccc43)c2c1C	-4	-57	-168	-14	-99	10	3	-8	-2	7.2
20	COc1ccc(NS(=O)(=O)c2cc(C(=O)N3CCCCCC3)ccc2C)cc1	5	-1	-13	-7	3	2	11	-3	5	-0.1

# A portion of the results above:
No.	structure	TDP2 absorb	ADAM17 inh	ADAM10 inh	DDE Tn6 FP inh	PLC-gamma1 inh	ASAP1 GAP inh	ARFGAP1 inhibitor	LEDGF integ inh	DDE Tn7 FP inh	proKLK7 act
8	CCOc1cc(CN2CCN(C(=O)c3cccc4ccccc34)CC2)ccc1OC	-7	-4	-13	-1	1	6	5	5	-1	0.2
9	O=C(CN(Cc1ccc(F)cc1)S(=O)(=O)c1ccc(S(=O)(=O)N2CCOCC2)cc1)Nc1ccccc1	-17	6	6	0	8	9	0	2	-6	-0.6
10	Cc1noc(C)c1S(=O)(=O)Nc1ccc(C(=O)N2CCN(c3cccc(Cl)c3)CC2)cc1	5	1	6	3	1	-24	1	1	-6	0.9
11	Cc1nc(Cc2nnc(SCC(=O)Nc3c(C)cccc3C)o2)cs1	6	-1	-1	8	3	3	-4	7	-1	0.4
12	COCCCN1C(=O)C(CC(=O)NC2CCCCC2)CC(C(=O)N2CCOCC2)=C1C (stereo not drawn)	-1	-2	-7	-2	-3	12	3	1	-3	-0.3
13	O=C(CNc1cccc(S(=O)(=O)N2CCCC2)c1)Nc1cccc(C(F)(F)F)c1	-8	-2	14	3	5	-4	0	4	-7	0.6
14	Cc1ccc(S(=O)(=O)c2cnc3cc(C)nn3c2N)cc1	11	-2	-2	0	1	2	6	0	-3	0.1
15	S=C(Nc1ccc(Br)cc1)OC1CCC12CCC(c1ccccc1)CC2 (stereo not drawn)	-2	3	5	4	2	x	x	8	-4	0.3
16	COC(=O)CNC(c1ccccc1Cl)c1cc(Br)ccc1NS(=O)(=O)c1ccc(C)cc1 (stereo not drawn)	0	0	-5	0	0	14	9	4	3	0.2
17	O=C(c1ccccc1)N1CCCOC1c1ccccc1 (stereo not drawn)	4	-5	-7	-9	-1	8	-4	0	0	0.5
18	CC1CCc2nc3ccc(S(=O)(=O)N4CCC(C(=O)NC5CCCC5)CC4)cc3c(C(=O)O)c2C1 (stereo not drawn)	1	-7	-24	0	-24	2	8	4	-7	-0.3
19	Cc1sc2ncnc(-n3nnc4ccccc43)c2c1C	-4	-57	-168	-14	-99	10	3	-8	-2	7.2

# (listing goes on)
No.	structure	TDP2 absorb	ADAM17 inh	ADAM10 inh	DDE Tn6 FP inh	PLC-gamma1 inh	ASAP1 GAP inh	ARFGAP1 inhibitor	LEDGF integ inh	DDE Tn7 FP inh	proKLK7 act
21	O=C1CSCN1c1ccc(Cl)cc1	-6	0	3	8	8	-4	8	-3	-4	0.0
22	c1ccc(Cc2nc3ccccc3[nH]2)cc1	-1	-4	1	7	2	-5	2	2	0	-0.4
23	CCOc1ccc(C(=O)NC(=S)Nc2cc(C)ccn2)cc1[N+](=O)[O-]	8	-3	1	4	1	-1	-5	-2	2	-0.2
24	CC1(C)Cc2nc(NCCCO)c(C#N)cc2CO1	-4	i	i	2	-168	-14	-1	-2	3	9.6
25	CC(C)CCNC(=O)CNC(=S)N(CCCN1CCOCC1)Cc1cccs1	10	-3	6	-2	1	-10	1	-1	-2	-1.5
26	COc1cc(C(=O)N(CCc2ccccc2)C2CC3CCC(C2)N3C)cc(OC)c1OC (stereo not drawn)	-2	-5	-2	-4	4	-3	13	-4	1	0.4
27	CCOC(=O)CCCCCC(=O)Nc1ccc2c(c1)C(=O)N([C@@H](C)CO)C[C@@H](C)[C@H](CN(C)S(=O)(=O)c1cccs1)OCCCC[C@H](C)O2	-5	-2	-5	1	-1	2	1	-2	8	-1.4
28	Cc1ccc(CN2CCCCC(NC(=O)c3ccc(F)cc3)C2=O)cc1 (stereo not drawn)	11	2	3	-2	0	x	x	-1	3	-0.1
29	CN1CN(C)c2ccc([N+](=O)[O-])c3cccc1c23	1	-6	3	-7	-11	-11	-6	-1	5	0.5
30	CN(CCCNC(=O)CCC(=O)N1CCOc2ccc(Cl)cc21)Cc1ccccc1	-17	6	4	4	3	6	-2	7	-9	0.2
31	O=C(CSc1nc2ccccc2s1)N/N=C/c1ccccc1C(=O)O	2	-5	-5	-1	-2	12	-3	-2	1	-0.6
32	O=C(O)c1cc(OCc2ccccc2)cc(OCc2ccccc2)c1	5	1	0	-1	3	2	3	-1	1	0.4
33	Nc1nc(Cl)nc2c1ncn2[C@@H]1O[C@H](CO)[C@@H](O)[C@@H]1F	-5	-2	1	-2	-1	x	x	0	-2	0.4
34	COc1ccc[nH]c1=O	4	-5	-5	7	1	9	-5	0	6	-0.8
35	Nc1n[nH]c(C2CC2)c1N=Nc1ccc(Cl)c(Cl)c1	5	3	7	2	-2	-5	3	5	6	0.4
36	O=C(/C=C/c1ccccc1Cl)Nc1cccc(S(=O)(=O)NC2=NCCCCC2)c1	-3	5	7	-8	4	-2	14	1	-6	0.0
37	COC(=O)c1ccc(OC(=O)c2ccco2)cc1	0	-5	-8	-3	-2	-14	7	0	4	-0.1
38	Cc1cc(C)nc(/N=C(/NC(=O)Nc2ccc(Cl)c(Cl)c2)Nc2cccc(Cl)c2)n1	2	1	-4	4	1	-6	-20	-1	6	0.6
39	CN1CCCN(C(=O)c2cc(-c3ccc(Cl)c(Cl)c3Cl)nc3ccccc23)CC1	11	-1	-2	7	1	19	4	1	-1	-0.3
40	C[n+]1cccc2c(Br)ccc([O-])c21	71*	2	-3	-3	8	-7	13	45*	-4	-0.1
41	CCN(CC)S(=O)(=O)c1ccc(N2CCOCC2)c(NC(=O)Cc2ccccc2)c1	-7	4	4	6	2	2	0	4	-8	0.4
42	CCCNc1nc2c(c(=O)[nH]c(=O)n2C)n1CCc1ccccc1	8	0	-1	1	-2	1	-1	-4	-5	-0.2
43	O=C(CNC(=O)c1ccccc1)OCC(=O)c1cccs1	18	-11	3	-2	4	-8	16	4	-1	-0.4
44	O=C(c1ccccc1)c1cc2c(cc1[N+](=O)[O-])OCCO2	-5	1	3	2	5	3	9	2	-11	-0.7
45	COCCNC(=O)COc1ccc(C)c(C)c1	-16	2	7	3	3	18	18	3	-8	-0.6
46	CC1CCCC(n2cnc3cc(C(=O)O)ccc32)C1C (stereo not drawn)	0	-6	-5	0	0	-11	11	-5	-4	0.0
47	CCN1CCN(c2cc(C)c3cc(NC(=S)NCCCN4CCc5ccccc5C4)ccc3n2)CC1	-4	-55	-153	1	-53	9	-8	13	-7	7.2
48	COC(=O)C1=CN(c2ccc(F)cc2)C=C(C(=O)OC)C1c1ccc([N+](=O)[O-])cc1	11	-1	-4	1	-1	-20	0	0	0	0.3
49	Cc1cccc(Cc2cnc(NC(=O)C3=NCCN3)s2)c1	-8	2	9	0	2	9	-1	1	-7	-1.0
50	COc1ccc(-n2c3c(cc(C(=O)N4CCN(CCO)CC4)c2=O)C(=O)CC(C)(C)C3)cc1	-3	-3	-9	-5	-10	-1	9	0	-5	1.1
51	Cc1ccc(CSc2nnnn2C)cc1	3	0	0	0	0	13	0	-1	5	-0.3
